Bioassay records deposited in PubChem by National Center for Advancing Translational Sciences (NCATS).
Sm TGR inh: S. mansoni TGR enzyme inhibition; Q962Y6; purified TGR, DTNB reduction, TNB absorbance 405 nm; Potency, µM (highest dose often 114 µM), inactives show top-dose activity change, negative = inhibition, usual class: inhibitors; 3% of 360,000 active; AID 485364; active = well fitted inhibition curve with a large enough effect; also: nearly all actives have a fitted effect of over 60% in size
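First, TGR (20 nM dispensed) and NADPH were mixed with compound. Second, a 15 min room-temperature incubation followed. Third, further NADPH and then DTNB were added to start the reaction. Finally, TNB absorbance was monitored kinetically.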
An asterisk follows results filed as active. % is scaled to controls: 0 for no effect and ±100 for the full control effect; potency is read from the fitted curve at half-maximal effect. An excerpt, so the mix of outcomes need not match the whole.

`COc1ccc(N2CCN(C(=O)c3noc4c3CCCCC4)CC2)cc1` gave Sm TGR inh -3%.
Screening Cc1cc(=O)n(CC(=O)N2CCN(c3ccccc3F)CC2)c2c1c(C)nn2C returned Sm TGR inh 2%.
`Cc1cc(C)cc(N2CC(c3nc(-c4ccccc4C)no3)CC2=O)c1` (stereo unspecified) gave Sm TGR inh 3%.
Screening Cc1cccc(NC(=O)c2c(NC(=O)c3cccs3)sc3c2CCC(C)C3)c1 (stereo unspecified) returned Sm TGR inh 7%.
Screening COc1ccc(S(=O)(=O)Nc2cccc(-c3ccc(N4CCCC4)nn3)c2)cc1OC returned Sm TGR inh 6%.
Cc1ccc(-c2cc(C(=O)Oc3ccccc3Cl)no2)cc1C was read as Sm TGR inh -3%.
For O=C(CCn1c(=O)c2cccn2c2ccc(F)cc21)NCCc1ccccc1Cl the results were Sm TGR inh 3%.
Screening CN(C)CCCNc1cc(N2CCN(C3CCCCC3)CC2)c2noc3c2c1C(=O)c1ccccc1-3 returned Sm TGR inh -1%.
For Cc1nn(-c2ccccc2)c2nc(C3CC3)cc(C(=O)Nc3ccc(F)cc3)c12 the results were Sm TGR inh 5%.
Screening CN(CC(=O)Nc1ccc(Br)cc1)S(=O)(=O)c1cccc2nsnc12 returned Sm TGR inh -3%.
COc1ccc(N2CCN(C(=O)C(C)n3c(=O)cc(C(F)(F)F)c4c(C)nn(C)c43)CC2)cc1 (stereo unspecified) was read as Sm TGR inh -8%.
COC(=O)c1sccc1S(=O)(=O)N(CC(=O)Nc1ccc(C)cc1)c1ccccc1 was read as Sm TGR inh 0%.
`COc1ccccc1OCC(=O)NCC(c1ccc(Cl)cc1)N1CCOCC1` (stereo unspecified) gave Sm TGR inh 1%.
`O=S(=O)(NCC(c1ccccc1)N1CCc2ccccc21)c1ccc(Cl)cc1` (stereo unspecified) gave Sm TGR inh -12%.
For Cc1ccc(CCNC(=O)c2cc3cc(S(=O)(=O)N4CCCCC4)ccc3n2C)cc1 the results were Sm TGR inh -2%.
CCOc1ccc(CCNC(=O)c2cc3c(s2)-c2ccccc2OC3)cc1OCC was read as Sm TGR inh 4%.
`CCOC(=O)c1ccccc1NC(=O)c1sc2nc3n(c(=O)c2c1C)CCCCC3` gave Sm TGR inh -1%.
For CCOC(=O)c1c(Nc2cccc(C)c2)nnc(-c2ccccc2)c1-c1ccccc1 the results were Sm TGR inh -8%.
Screening COCCCNC(=O)c1c(NC(=O)c2cc(=O)c3ccccc3o2)sc2c1CCCC2 returned Sm TGR inh -1%.
`CC(=O)c1cccc(NC(=O)Cc2ccc(NC(=O)N3CCCCc4ccccc43)cc2)c1` gave Sm TGR inh -1%.

Grouped by structure, the entries above containing fluorine
Screening Cc1cc(=O)n(CC(=O)N2CCN(c3ccccc3F)CC2)c2c1c(C)nn2C returned Sm TGR inh 2%.
For O=C(CCn1c(=O)c2cccn2c2ccc(F)cc21)NCCc1ccccc1Cl the results were Sm TGR inh 3%.
For Cc1nn(-c2ccccc2)c2nc(C3CC3)cc(C(=O)Nc3ccc(F)cc3)c12 the results were Sm TGR inh 5%.
COc1ccc(N2CCN(C(=O)C(C)n3c(=O)cc(C(F)(F)F)c4c(C)nn(C)c43)CC2)cc1 (stereo unspecified) was read as Sm TGR inh -8%.

Later entries.
CCN(C(=O)Cn1c(C(=O)OC)cc2sccc21)c1cccc(C)c1 was read as Sm TGR inh -3%.
Screening Cc1ccc(SCC(=O)Nc2ccc3oc(-c4cccc(C)c4)nc3c2)cc1 returned Sm TGR inh -4%.
For Cc1ccc(S(=O)(=O)Cc2ccc(C(=O)N3CCN(c4cccc(Cl)c4)CC3)o2)cc1 the results were Sm TGR inh -4%.
CCOC(=O)c1c(NC(=O)/C=C/c2ccc(OCC)cc2)sc(C)c1C was read as Sm TGR inh 2%.
For Cc1cc(C)n(-c2nc(C)c(C)c(=O)n2CC(=O)Nc2ccc([N+](=O)[O-])cc2)n1 the results were Sm TGR inh 6%.
For Cc1ccc(C(=O)Nc2c(C(=O)Nc3ccc(C)c(C)c3)sc3nc(C)cc(C)c23)cc1 the results were Sm TGR inh -5%.
`Cc1cc(C)cc(NC(=O)Cn2cc(S(=O)(=O)NC(C)(C)C)c(S(=O)(=O)NC(C)(C)C)c2)c1` gave Sm TGR inh -2%.
For Clc1ccc(CCNC(c2nnc(-c3ccccc3)o2)c2ccccc2Cl)cc1 (stereo unspecified) the results were Sm TGR inh 15%.
COc1ccc(CCNC(=O)Cn2cc(S(=O)(=O)Cc3ccccc3Cl)c3ccccc32)cc1OC was read as Sm TGR inh 4%.
CCN(Cc1ccccc1)S(=O)(=O)c1ccc2c(c1)CC(C)N2C(=O)C1CCC1 (stereo unspecified) was read as Sm TGR inh -1%.

Grouped by structure, the compounds so far with a Cl atom
Cc1ccc(-c2cc(C(=O)Oc3ccccc3Cl)no2)cc1C was read as Sm TGR inh -3%.
For O=C(CCn1c(=O)c2cccn2c2ccc(F)cc21)NCCc1ccccc1Cl the results were Sm TGR inh 3%.
`COc1ccccc1OCC(=O)NCC(c1ccc(Cl)cc1)N1CCOCC1` (stereo unspecified) gave Sm TGR inh 1%.
`O=S(=O)(NCC(c1ccccc1)N1CCc2ccccc21)c1ccc(Cl)cc1` (stereo unspecified) gave Sm TGR inh -12%.
For Cc1ccc(S(=O)(=O)Cc2ccc(C(=O)N3CCN(c4cccc(Cl)c4)CC3)o2)cc1 the results were Sm TGR inh -4%.
For Clc1ccc(CCNC(c2nnc(-c3ccccc3)o2)c2ccccc2Cl)cc1 (stereo unspecified) the results were Sm TGR inh 15%.
COc1ccc(CCNC(=O)Cn2cc(S(=O)(=O)Cc3ccccc3Cl)c3ccccc32)cc1OC was read as Sm TGR inh 4%.

Continuation.
For Cc1nc(-c2cccc(NC(=O)Nc3ccc([N+](=O)[O-])cc3)c2)no1 the results were Sm TGR inh 8%.
For O=C(Nc1ccc(F)cc1F)C1CCN(C(=O)c2cnn(-c3ccccc3)c2-n2cccc2)CC1 the results were Sm TGR inh -1%.
Screening O=C(NCc1ccccn1)c1nn(-c2ccccc2F)nc1CO returned Sm TGR inh 0%.
For COc1ccc(CNC(=O)c2ccc(NC(=O)N3CC4CCCN4c4ccccc43)cc2)cc1 (stereo unspecified) the results were Sm TGR inh -14%.
For Cc1ccc(C)c(CN2C(=O)CSc3ccc(C(=O)NCc4ccc(F)cc4)cc32)c1 the results were Sm TGR inh 2%.
Screening CCOCCCNC(=O)C1CCN(c2nc3ccc(Cl)cc3[nH]2)CC1 returned Sm TGR inh 5%.
Screening CCN1CCN(C(=O)c2ccc3c(c2)N(Cc2ccccc2F)C(=O)c2ccccc2S3=O)CC1 (stereo unspecified) returned Sm TGR inh 7%.
Screening C=CCC(CC=C)(CNC(=O)C(=O)Nc1ccc(C(=O)OCC)cc1)c1ccccc1 returned Sm TGR inh -1%.
`COc1cc(OC)c(N(C)C(=O)c2c(C)oc3ncn(CC(C)C)c(=O)c23)cc1Cl` gave Sm TGR inh 4%.
CCOc1ccc(CCNC(=O)c2cccc(-n3c(C)nc4cccnc43)c2C)cc1 was read as Sm TGR inh 10%.
For Cc1cccc(N(CC(=O)Nc2ccc(Br)cc2)S(C)(=O)=O)c1C the results were Sm TGR inh 10%.
For COc1ccc(C(=O)NCCc2csc(-c3ccc(Cl)cc3)n2)c(OC)c1 the results were Sm TGR inh -3%.
`CCOc1cc(CNC(=O)Cn2c(-c3cccs3)cc3cc(F)ccc32)ccc1OC` gave Sm TGR inh -1%.
`CC(C)Sc1ncc(Cl)c(C(=O)Nc2c(C(=O)Nc3ccccc3)oc3ccccc23)n1` gave Sm TGR inh -1%.
Screening COC(=O)c1ccccc1NC(=O)CSc1cc(-c2ccccc2)nc(C)n1 returned Sm TGR inh 3%.
`CN(C)c1ccc(CNC(=O)c2cc3ccccn3n2)cc1` gave Sm TGR inh 2%.
`CCC(=O)N1c2ccccc2CC1C(=O)N1CCN(c2ccccc2F)CC1` (stereo unspecified) gave Sm TGR inh -1%.
Screening CC(C)c1ccc(NS(=O)(=O)c2ccc3[nH]cc(C(=O)NC4CCCC4)c(=O)c3c2)cc1 returned Sm TGR inh 8%.
Screening COc1cc2c(cc1OC)C(COc1ccc(C(C)C)cc1)N(C(=O)COc1ccccc1)CC2 (stereo unspecified) returned Sm TGR inh -5%.
Screening CCn1c(=O)n(CC)c2cc(N3CCCCC3)c(NC(=O)Nc3cc(Cl)ccc3OC)cc21 returned Sm TGR inh -7%.
Screening NS(=O)(=O)c1ccc(NC(=O)COc2ccc(S(=O)(=O)NC3CCCCC3)cc2)cc1 returned Sm TGR inh 5%.
CC(C)CCNC(=O)c1cccc(-n2cnc3cccnc32)c1 was read as Sm TGR inh -11%.
COc1cccc(-n2c(-c3ccc(C)cc3)cc3c2CC(C)(C)CC3=O)c1 was read as Sm TGR inh 4%.
`CCc1ccccc1NS(=O)(=O)c1ccc2c(c1)CC(=O)N2` gave Sm TGR inh -2%.
CCOC(=O)N1CCc2c(sc3c2c(=O)n(-c2ccc(CC)cc2)c(=O)n3CC(=O)c2ccccc2)C1 was read as Sm TGR inh 0%.
Cc1ccc2c(c1)-c1c(c(C(=O)NCCc3ccccc3)nn1C)CS2 was read as Sm TGR inh 2%.
Screening Fc1cccc(CSc2nc(NCCc3ccccc3)c3ccccc3n2)c1 returned Sm TGR inh 1%.
`CC(=O)N1CCCc2cc(S(=O)(=O)N3CCN(c4ccc(F)cc4)CC3)ccc21` gave Sm TGR inh -2%.
For COc1ccc(NC(=O)c2cnn(-c3ccc(C)cc3)c2-n2cccc2)cc1Cl the results were Sm TGR inh 11%.
`Cc1ccc(NC(=O)NCCOCCn2c(=O)oc3ccccc32)cc1F` gave Sm TGR inh 9%.
Screening Cc1ccc2nc(/C(C#N)=C/c3ccc(-c4ccc(F)cc4F)o3)[nH]c2c1 returned Sm TGR inh 2%.
For COc1ccc(-c2coc3c2c(C)cc2oc(=O)cc(C)c23)cc1 the results were Sm TGR inh 4%.
Cc1ccc(C)c(N2CCN(C(=O)C3CCN(Cc4nc(-c5cccc(Cl)c5)oc4C)CC3)CC2)c1 was read as Sm TGR inh 0%.
`COc1ccc(-c2nc(-c3ccccc3)c(-c3ccc(O)cc3)[nH]2)cc1` gave Sm TGR inh -5%.
`COc1ccccc1N1CCN(c2cc(C)nc3nc(-c4ccc(Cl)cc4)nn23)CC1` gave Sm TGR inh 0%.
COc1ccc(Nc2oc(/C=C/c3cccc(OC)c3)nc2C#N)cc1 was read as Sm TGR inh -10%.
Cn1c(=O)cc(SCC(=O)N2CCN(c3ccccc3F)CC2)c2ccccc21 was read as Sm TGR inh 5%.
For Cn1c(=O)c2sccc2n2c(CCCC(=O)Nc3ccc(Cl)cc3)nnc12 the results were Sm TGR inh -1%.
Screening COc1cc(Nc2nc(SCC(=O)c3ccc(Br)cc3)nc3ccccc23)cc(OC)c1 returned Sm TGR inh 6%.
For CCOc1ccc(CC(=O)NC2CC(=O)N(c3ccc(C)c(C)c3)C2)cc1 (stereo unspecified) the results were Sm TGR inh -2%.
`COc1cc2c(cc1OC)C(c1ccc(Cl)cc1)N(c1cccc(C#N)c1)C(=O)C2` (stereo unspecified) gave Sm TGR inh 5%.
`CCOc1ccc(C(=O)NCCc2csc(-c3cccc(F)c3)n2)cc1OCC` gave Sm TGR inh -3%.
CC(=O)N1CCCc2cc(S(=O)(=O)N3CCC(C(=O)NCc4ccccc4Cl)CC3)ccc21 was read as Sm TGR inh 3%.
For Cc1ccc(OCc2ccc(-c3nc(C#N)c(N4CCN(c5cccc(Cl)c5)CC4)o3)o2)cc1 the results were Sm TGR inh 2%.
For O=C1Cc2cc(S(=O)(=O)Nc3ccc(OC(F)(F)F)cc3)cc3c2N1CCC3 the results were Sm TGR inh 6%.
Screening Cc1ccc(-n2ncc3c(NC4CCCC4)ncnc32)cc1 returned Sm TGR inh 0%.
Screening CCc1ccc(CNC(=O)c2ccc3nc(C(C)C)oc3c2)cc1 returned Sm TGR inh 2%.
Screening CCOc1ccc(CC(=O)NCCS(=O)(=O)N2CCN(c3ccc(OC)cc3)CC2)cc1 returned Sm TGR inh 2%.
CCc1ccc(S(=O)(=O)c2nnn3c2nc(Nc2cc(OC)ccc2OC)c2sccc23)cc1 was read as Sm TGR inh 6%.
Screening O=C(NCCc1ccccc1)c1c[nH]c2ccc(S(=O)(=O)Nc3ccccc3F)cc2c1=O returned Sm TGR inh -2%.
Cc1ccc(CN(C(=O)c2ccc(OCC(C)C)cc2)c2ccccn2)o1 was read as Sm TGR inh -4%.
COc1ccc(C)cc1-n1c(SCC(=O)NCc2ccco2)nc2c([nH]c3ccccc32)c1=O was read as Sm TGR inh -6%.
For COCCN1C(=O)c2oc3ccc(C)cc3c(=O)c2C12C(=O)N(C)c1ccccc12 (stereo unspecified) the results were Sm TGR inh -1%.
Cc1nn(C(C)C(=O)Nc2cccc(F)c2)c(=O)c2c1sc1ccccc12 (stereo unspecified) was read as Sm TGR inh 6%.
For CCN(C(=O)CSc1nc2ccccc2nc1Cc1cccc(OC)c1)c1cccc(C)c1 the results were Sm TGR inh 4%.
`CCc1ccc(-c2nc(SCC(=O)NCC3CCCO3)c(-c3ccc(F)cc3)[nH]2)cc1` (stereo unspecified) gave Sm TGR inh 6%.
Screening CC(C)(C)c1ccc(Oc2nc3ccccn3c(=O)c2/C=C(\C#N)c2nc3ccccc3[nH]2)cc1 returned Sm TGR inh -2%.
Screening CC(=O)Nc1nnc(SCc2cc(=O)c3cccc(C)c3[nH]2)s1 returned Sm TGR inh 2%.
For CCOC(=O)c1ccc(CN(Cc2ccccc2)S(=O)(=O)c2ccc(Cl)cc2)cc1 the results were Sm TGR inh 7%.
For CC(C)(C)c1ccc(OCC(=O)Nc2ccc(Cl)cc2C(=O)c2ccccc2)cc1 the results were Sm TGR inh -2%.
Screening CN(C)CCNc1ncnc2c1cnn2-c1cccc(Cl)c1 returned Sm TGR inh 9%.

Molecules shown so far containing a CF3 group, in the order listed:
COc1ccc(N2CCN(C(=O)C(C)n3c(=O)cc(C(F)(F)F)c4c(C)nn(C)c43)CC2)cc1 (stereo unspecified) was read as Sm TGR inh -8%.
For O=C1Cc2cc(S(=O)(=O)Nc3ccc(OC(F)(F)F)cc3)cc3c2N1CCC3 the results were Sm TGR inh 6%.
